# Screening data: PubChem BioAssay, National Center for Advancing Translational Sciences (NCATS)
# Epigenetic derep: regulators of epigenetic silencing causing reporter derepression in mouse cells | murine LDR cells, GFP reporter derepression, 30 h | Potency, µM (top dose mostly 53.9 µM), for inactives: at the top dose GFP activation, most hits filed as activators | 280,000 tested, 0.2% active | AID 1865; also: potency is read from the fitted curve at half-maximal effect; % of control where 0% means no effect; nearly all actives have a fitted effect of over 60% in size
#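 Readout is the number of GFP-expressing murine LDR cells, counted by cytometry following washing. Cells were treated with compound for 30 h at 37 C; the stably integrated CMV-GFP locus is normally silent.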
# CBFb-RUNX1 inh: inhibitors of human CBF-beta and RUNX1 interaction; Q01196+Q13951; AlphaScreen CBFb-His/RUNX1-biotin binding, biochemical; Potency, µM (series often up to 59.8 µM), for inactives: top-dose activity, negative = inhibition, actives largely listed as inhibitors; 230,000 tested, under 10 active; also: % of control where 0% means no effect
#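 Compounds were screened at multiple concentrations against a preformed CBF-beta(His)/RUNX1(biotin) complex (30 nM of each) for 15 min at room temperature, followed by 90 min with nickel and streptavidin beads and AlphaScreen reading.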
# Tau fluor counter: counter-screen for tau fibril formation inhibitors. tau K18 P301L Alexa594 fluorescence, heparin fibrillization. Potency, µM (doses to about 57.7 µM), inactives show top-dose activity change, negative = decrease. 280,000 tested, 0.93% active; also: potency is read from the fitted curve at half-maximal effect; % is scaled to controls: 0 for no effect and ±100 for the full control effect; nearly all actives have a fitted effect of over 55% in size
#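 Human tau K18 P301L (15 uM unlabeled, 0.24 uM Alexa 594-labeled) in 100 mM sodium acetate pH 7 with 20 uM heparin, 6 hr at 37 C. ThT 30 uM added, 1 hr ambient; Alexa 594 FP and total fluorescence read at 555/632 nm.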
# Tau fibril FP: inhibitors of human tau fibril formation. P10636. AID 1468. K18 P301L tau heparin fibrillization, Alexa594 FP, 6 h. Potency, µM (series often up to 57.7 µM), for the others: top-dose activity, negative = inhibition, most hits filed as inhibitors. 280,000 tested, 0.39% active; also: potency is read from the fitted curve at half-maximal effect; % is scaled to controls: 0 for no effect and ±100 for the full control effect; nearly all actives have a fitted effect of over 55% in size
# Target sequence (P10636 561-689 P618L limits assumed): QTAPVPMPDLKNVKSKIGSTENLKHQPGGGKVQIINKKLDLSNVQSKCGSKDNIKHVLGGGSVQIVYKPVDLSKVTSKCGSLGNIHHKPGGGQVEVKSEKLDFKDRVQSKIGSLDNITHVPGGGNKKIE
#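 K18 P301L tau (15 uM unlabeled/0.24 uM Alexa 594-labeled, final) + compound + heparin 20 uM final; 100 mM NaOAc pH 7; 6 hr 37 C; ThT 30 uM final added, 1 hr RT; FP ex 555/em 632 nm.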
# NPSR antag: blocks cAMP signaling of the human neuropeptide S receptor; 220,000 tested, 1% active; CHO-NPSR cells, cAMP TR-FRET, antagonist mode; Potency, µM (top dose mostly 38.3 µM), for inactives: at the highest dose activity change, negative = inhibition, most hits filed as inhibitors; also: potency is read from the fitted curve at half-maximal effect; % is scaled to controls: 0 for no effect and ±100 for the full control effect; nearly all actives have a fitted effect of over 50% in size; many of its hits are not listed in these tables
# TR SRC2 fluor cs: Texas Red fluorescence interference in TRb-SRC2 counter-screen. TRb/SRC2 Texas Red total fluorescence interference. Potency, µM (titrated, usually from 106 µM), inactives show at the highest dose fluorescence change, negative = quenching. 280,000 tested, 0.29% active. AID 1479; active = well fitted curve in either direction with a large enough effect; inconclusive = small, poorly fitted or top-dose-only effect; also: potency is read from the fitted curve at half-maximal effect; % is scaled to controls: 0 for no effect and ±100 for the full control effect
#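 Human TRb ligand-binding domain at 0.6 uM with 20 nM Texas Red SRC2 peptide in Tris buffer containing 1 uM T3 and 5% DMSO, incubated with compound 5 h at ambient temperature. Total fluorescence (555/632 nm) calculated as parallel + 2 × perpendicular.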
# TRb SRC2 PPI: TRbeta-SRC2 interaction inhibition; Potency, µM (top dose mostly 106 µM), for inactives: at the highest dose activity change, negative = inhibition, usual class: inhibitors; P10828; 280,000 tested, 0.065% active; TRbeta-SRC2 peptide binding, fluorescence polarization; receptor liganded with 1 µM T3;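 also: potency is read from the fitted curve at half-maximal effect; plate controls were bound peptide for no effect and peptide without receptor for full effect; nearly all actives have a fitted effect of over 50% in size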
# Target sequence (P10828 whole entry, looked up): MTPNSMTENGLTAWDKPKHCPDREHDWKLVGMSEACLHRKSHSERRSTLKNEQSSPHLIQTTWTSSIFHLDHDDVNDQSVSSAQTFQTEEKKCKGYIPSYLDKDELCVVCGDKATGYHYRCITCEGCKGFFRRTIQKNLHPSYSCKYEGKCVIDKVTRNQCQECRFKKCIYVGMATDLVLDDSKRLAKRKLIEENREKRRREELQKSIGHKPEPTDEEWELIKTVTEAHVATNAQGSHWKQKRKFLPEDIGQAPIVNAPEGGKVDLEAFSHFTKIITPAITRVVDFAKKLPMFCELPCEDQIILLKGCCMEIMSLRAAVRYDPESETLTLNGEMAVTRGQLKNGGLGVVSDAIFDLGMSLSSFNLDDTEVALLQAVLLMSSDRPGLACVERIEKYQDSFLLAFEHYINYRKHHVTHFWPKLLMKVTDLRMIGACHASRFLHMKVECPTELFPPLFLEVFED
#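 Polarization signal, normalized between peptide-alone and full complex controls, measured compound effects on T3-liganded human TRb LBD (0.6 uM) binding 20 nM Texas Red SRC2 peptide after 5 hr.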
# aGal spleen mod: inhibitors or activators of human alpha-galactosidase in spleen homogenate; 240,000 tested, 0.008% active; AID 2107; Potency, µM (top dose mostly 80 µM), inactives show at the top dose activity change, negative = inhibition, actives largely listed as inhibitors; human spleen homogenate, 4MU-alpha-Gal fluorescence, 40 min; P06280;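 also: potency is read from the fitted curve at half-maximal effect; 0% = enzyme with vehicle and -100% = no enzyme basal signal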
# Target sequence (P06280 32-429 limits assumed): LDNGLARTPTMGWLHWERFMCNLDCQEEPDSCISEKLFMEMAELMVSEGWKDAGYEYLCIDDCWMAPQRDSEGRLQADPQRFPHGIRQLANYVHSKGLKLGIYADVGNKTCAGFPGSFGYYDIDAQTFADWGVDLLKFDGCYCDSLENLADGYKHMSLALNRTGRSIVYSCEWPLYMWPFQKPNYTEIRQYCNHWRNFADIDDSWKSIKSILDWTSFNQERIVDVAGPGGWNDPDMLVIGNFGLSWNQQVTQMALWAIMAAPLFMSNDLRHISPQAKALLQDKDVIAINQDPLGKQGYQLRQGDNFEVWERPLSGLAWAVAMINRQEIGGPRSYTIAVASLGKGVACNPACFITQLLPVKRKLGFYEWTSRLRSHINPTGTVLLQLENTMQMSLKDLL
#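 Inhibition or activation of alpha-galactosidase in human spleen homogenate is scored by 4-MU fluorescence after 40 min at 37C, pH 5.0, with 1 mM substrate. AC50s come from concentration-response fitted to the Hill equation.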
# Numbers without * were called inactive; ? = inconclusive; · = no result given; & = joins results of further samples; [ ] = remark or other dose. Unless noted, calls follow the shape of the dose curve; as a rule, active = well fitted curve in the direction sought with a large enough effect; inconclusive = small, poorly fitted or top-dose-only effect, or another doubt; inactive = no such curve, though single readings can be large; an effect the other way counts as inactive or inconclusive. An excerpt; count on the stated rates, not on these rows.
SMILES,Epigenetic derep,CBFb-RUNX1 inh,Tau fluor counter,Tau fibril FP,NPSR antag,TR SRC2 fluor cs,TRb SRC2 PPI,aGal spleen mod
CN(CCO)C(=O)c1ccc(-c2nn(C)c(=O)c3ccccc23)cc1,1.0%,3%,-4%,-9%,-5%,-2%,-3%,2%
CC/S(CC1CC1(Cl)Cl)=N\S(=O)(=O)c1ccc(C)cc1 (stereo not given),0.0%,-3%,-5%,2%,-9%[46.1 µM],1%,5%,2%
CCN1CCN(CCCNC(=O)CCc2nc(-c3ccc(OC)cc3)no2)CC1,-1.1%,3%,-2%,0%,15%,2%,-1%,-5%
COc1ccc(-c2cnc(C)o2)cc1S(=O)(=O)Nc1ccc(F)cc1F,0.9%,·,-10%,-7%,·,0%,8%,·
O=C(COC(=O)CSc1nnc(-c2ccc(Cl)cc2)o1)Nc1cc(Cl)ccc1Cl,0.0%,18%,-16%,-12%,10%,-1%,8%,-5%
CCOc1ccccc1/C=N/NC(=O)c1cccc(Cl)c1,0.0%,1%,-7%,-6%,2%,-2%,-5%,-15%
CCCc1nc(NCc2ccc3c(c2)OCO3)c2nnn(Cc3ccccc3Cl)c2n1,-1.0%,-2%,4%,2%,10%,-3%,-13%,5%
CN1CCN(C(=S)Nc2cc(S(=O)(=O)N3CCOCC3)ccc2Cl)CC1,-0.4%,9%,0%,-2%,9%,-2%,0%,-8%
COC(=O)N1CN(C(=O)OC)CN(C(=O)OC)C1,-1.0%,5%,-9%,-4%,8%[7.67 µM],-1%,4%,-3%
COc1ccc2[nH]c(=O)c(CN(CCN(C)C)C(=O)NCc3ccccc3)cc2c1,0.0%,1%,1%,4%,-2%[46.1 µM],1%,-7%,10%
CCc1cc(C(=O)c2ccc(OC)cc2)c(NC(=O)CC(C)(C)CC(=O)O)s1,0.0%,-2%,1%,7%,-49%,-2%,-5%,-4%
Cc1nc2c(c(C)nn2-c2ccccc2)c(C)c1CCC(=O)NCCc1ccccc1,2.0%,·,-22%,-18%,·,-1%,-4%,·
Cc1cc(Cl)c(S(=O)(=O)N2CCN(c3ccc(F)cc3)CC2)cc1OCC(N)=O,1.2%,-1%,-9%,-5%,-19%[46.1 µM],-6%,4%,?
O=S(=O)(c1ccc(Cl)cc1)N1CCN(C(=S)Nc2ccc(F)c(Cl)c2)CC1,-1.0%,-3%,?,?,-42%,-2%,-6%,3%
Cn1c(N)c(C(=O)CSc2nc3ccccc3c(=O)n2CCCN2CCOCC2)c(=O)n(C)c1=O,-1.2%,13%,-10%,-1%,10%,0%,4%,6%
NC1CCN(c2cccc(Cl)n2)CC1,-0.1%&0.0%&2.7%,?,-18%&-6%&-10%,2%&-7%&0%,4%[46.1 µM],0%&-1%&-1%,7%&11%&4%,-1%&1%&5%
Cc1ccc(-c2noc(CN3CCCCC3)n2)cc1,1.2%,-1%,-12%,2%,-12%[46.1 µM],0%,-5%,1%
Cc1ccc(C(=O)C[n+]2cccc3ccccc32)cc1,0.4%,8%,-5%,19%,-1%[46.1 µM],0%,-1%,-8%
CC(=O)OCC1OC(c2ccc(C(C)=O)cc2)C=CC1OC(C)=O (stereo not given),0.0%[10.1 µM],-5%[13.1 µM],-5%[11.6 µM],-6%[11.6 µM],·,-5%[11.2 µM],-3%[11.2 µM],5%[17.5 µM]
CCOc1ccc(NC(=O)c2c(NC(=O)Cc3ccccc3)sc3c2CCC(C)C3)cc1 (stereo not given),-0.8%,·,-12%,?,·,-1%,0%,·
COc1ccc(S(=O)(=O)CCC(=O)NCCc2ccc(C)cc2)cc1,2.6%,4%,-6%,4%,-8%[46.1 µM],2%,-21%,-1%
CCCNC1=CC(=O)CC(C)(C)C1,-5.7%,1%,14%,8%,12%,1%,-2%,6%
C#CCOCCOCCOCCNc1nc(N2CCN(C(=O)[C@H](CCC(=O)O)n3cc(C(N)CO)nn3)CC2)nc(N2CCN(C(=O)[C@H](Cc3ccc(O)cc3)n3cc(C(N)[C@H](C)CC)nn3)CC2)n1 (stereo not given in full),1.2%,7%,4%,15%,-33%,1%,-5%,8%
CC(C)n1cc(CN2CCCC(CO)(Cc3cccc(Cl)c3)C2)cn1 (stereo not given),1.7%,8%,-3%,-4%,-7%,-8%,-6%,-1%
Cc1ccc(-n2cccc2C(=S)N=P(N(C)C)(N(C)C)N(C)C)cc1,0.4%,-12%,-12%,-2%,-10%[46.1 µM],-1%,-7%,-6%

# Next section, starting with the last 5 of the part before.
SMILES,Epigenetic derep,CBFb-RUNX1 inh,Tau fluor counter,Tau fibril FP,NPSR antag,TR SRC2 fluor cs,TRb SRC2 PPI,aGal spleen mod
COc1ccc(S(=O)(=O)CCC(=O)NCCc2ccc(C)cc2)cc1,2.6%,4%,-6%,4%,-8%[46.1 µM],2%,-21%,-1%
CCCNC1=CC(=O)CC(C)(C)C1,-5.7%,1%,14%,8%,12%,1%,-2%,6%
C#CCOCCOCCOCCNc1nc(N2CCN(C(=O)[C@H](CCC(=O)O)n3cc(C(N)CO)nn3)CC2)nc(N2CCN(C(=O)[C@H](Cc3ccc(O)cc3)n3cc(C(N)[C@H](C)CC)nn3)CC2)n1 (stereo not given in full),1.2%,7%,4%,15%,-33%,1%,-5%,8%
CC(C)n1cc(CN2CCCC(CO)(Cc3cccc(Cl)c3)C2)cn1 (stereo not given),1.7%,8%,-3%,-4%,-7%,-8%,-6%,-1%
Cc1ccc(-n2cccc2C(=S)N=P(N(C)C)(N(C)C)N(C)C)cc1,0.4%,-12%,-12%,-2%,-10%[46.1 µM],-1%,-7%,-6%
CC1Cc2ccccc2N1C(=O)CSCC(=O)O (stereo not given),-1.3%,-4%,3%,-3%,-7%[46.1 µM],-4%,1%,1%
O=C(CNC(=S)N(CCCN1CCOCC1)Cc1cccs1)NC1CCCCC1,2.3%,-4%,4%,-7%,3%,-1%,0%,2%
CSc1ccc(CCNC(=O)Cn2ncc3c(=O)oc4ccccc4c32)cc1,-2.7%,·,-3%,?,·,-2%,-4%,·
Cc1cn2c(=O)cc(COc3cccc(NC(=O)c4ccc(C(C)(C)C)cc4)c3)nc2s1,-3.4%,·,-25%,-4%,·,-2%,3%,·
CN1c2ccsc2/C(=N/Nc2ccccc2)CS1(=O)=O,0.0%,?,?,-2%,-7%,-6%,-12%,-4%
Cc1c(NC(=O)c2sc3ccccc3c2Cl)cccc1-c1nc2ccccc2o1,?,·,1%,-10%,·,-9%,-4%,·
CC(C)c1cc(C(=O)N/N=C/c2ccco2)n[nH]1,0.9%,12%,4%,-6%,11%,0%,-6%,5%
CC(=O)c1ccc(NC(=O)CSc2nnc(Cn3c(=O)sc4ccccc43)n2C)cc1,-0.5%,-2%,0%,-3%,7%[46.1 µM],-2%,4%,0%
COc1ccc(NC(=S)N(Cc2ccccn2)Cc2ccccc2Cl)cc1,-1.1%,5%,?,-3%,-59%,-10%,-6%,1%
Cc1cccn2cc(COc3ccc(-c4ccccc4)cc3)nc12,1.2%,-8%,-27%,-8%,-40%,3%,14%,-1%
COCC(=O)Nc1cccc(C(F)(F)F)c1,-1.9%,2%,7%,3%,-2%[46.1 µM],-2%,-8%,6%
O=C(Nc1cccc2ccccc12)N1CCN(Cc2ccccc2)CC1,-7.2%,-1%,-7%,2%,-2%[46.1 µM],1%,-4%,1%
Cc1ccc(C(=O)Oc2cccc(NC(=O)c3ccco3)c2)cc1S(=O)(=O)N1CCC(C)CC1,-1.0%,2%,?,?,-26%[46.1 µM],-4%,4%,-6%
Nc1nc(SCc2nnc(SCC(=O)O)n2-c2ccccc2)nc2sc3c(c12)CCCC3,1.4%,0%,0%,0%,-3%[46.1 µM],-5%,-5%,-2%
CCCCn1nc2cc(C(=O)NCc3ccc(C(F)(F)F)cc3C(F)(F)F)ccc2c1OCC,2.2%,-1%,-19%,1%,-16%[46.1 µM],-7%,6%,11%
COc1ccc(C(=O)Nc2ccccc2C(=O)N/N=C/c2ccco2)cc1,4.2%,-1%,-10%,-1%,-18%,-5%,0%,0%
CN(C(=O)C12CC3CC(CC(C3)C1)C2)C1CCS(=O)(=O)C1 (stereo not given),0.0%,1%,-3%,5%,3%[46.1 µM],-2%,-3%,0%
N#Cc1ccc(C23CC4(C2)[C@H](CN(Cc2ccc(C(F)(F)F)cc2)[C@@H]4c2ccccc2)C3c2ccccc2)cc1 (stereo not given in full),-0.2%&3.2%,4%&8%,-14%&15%,-7%&-1%,-9%,-1%&-3%,4%&8%,-3%&-3%
CN(C)C(=O)Nc1ccc(F)cc1F,-0.7%,1%,-3%,-4%,-19%[46.1 µM],0%,-1%,-8%
COc1ccc(S(=O)(=O)C(C#N)c2nc3ccccc3nc2N2CCCC(C)C2)cc1 (stereo not given),-0.7%,?,?,0%,-13%[46.1 µM],3%,1%,1%
c1ccc(Oc2nc(-c3cccnc3)nc3ccccc23)cc1,2.7%,17%,-20%,-8%,?,-1%,-6%,2%
CCNC(=O)C1CC(=O)N(Cc2ccc3c(c2)OCO3)C(=Nc2ccc(F)cc2)S1 (stereo not given),-1.1%,2%,-6%,-4%,-3%[46.1 µM],0%,-1%,3%
O=C1C2CCCN2C(c2ccccc2)N1c1ccc(Cl)cc1 (stereo not given),1.2%,-6%,-6%,-14%,13%[46.1 µM],-7%,-5%,-1%

# Reprinted at random: 2 records from the list, in no set order.
SMILES,Epigenetic derep,CBFb-RUNX1 inh,Tau fluor counter,Tau fibril FP,NPSR antag,TR SRC2 fluor cs,TRb SRC2 PPI,aGal spleen mod
CC(=O)c1ccc(NC(=O)CSc2nnc(Cn3c(=O)sc4ccccc43)n2C)cc1,-0.5%,-2%,0%,-3%,7%[46.1 µM],-2%,4%,0%
CN1CCN(C(=S)Nc2cc(S(=O)(=O)N3CCOCC3)ccc2Cl)CC1,-0.4%,9%,0%,-2%,9%,-2%,0%,-8%
